NPR1 activator = GC-A (human) enzyme activation | P16066 | HEK293 GC-A cells, cGMP TR-FRET, EC30 ANP; 0% at EC30 ANP, 100% saturating ANP | activation, % at 10 µM | hit rate 0.14% among 370,000 | AID 1671463; in the data active = activation above about 40%
hcDAF12 agonist = activates DAF-12 receptor from parasite H. contortus; HEK293 hcDAF-12 lit1-tk-luc reporter, luminescence; 0% DMSO, 100% Δ7-dafachronic acid; activation, % at 6.8 µM; hit rate 1.4% among 370,000; AID 652067;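 active = activation above the mean of all tested compounds plus 3 SD, cut at about 5.5% in these data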;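 also: 100% = response to 3 µM Δ7-dafachronic acid high control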
DAX1 inh-1 = blocks DAX1 repression of SF-1 activated StAR promoter. hit rate 1.1% among 370,000. AID 652010. HEK293T StAR-luciferase reporter, SF-1/DAX-1 repression relief. inhibition, % at 6.8 µM;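 active = inhibition above the mean over all tested compounds plus 3 SD, cut at about 3.6% in these data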;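 also: 0% = DAX-1 cells with DMSO and 100% = cells lacking DAX-1 with DMSO; higher inhibition means more luminescence from relief of DAX-1 repression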
DAX1 inh-2 = inhibitors of human orphan nuclear receptor DAX1 (NR0B1); HEK293 Gal4-DAX1 luciferase reporter, luminescence; inhibition, % at 6.75 µM; hit rate 0.99% among 340,000; AID 504766;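 active = inhibition above the mean over all tested compounds plus 3 SD, cut at about 4.2% in these data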;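 also: 0% = DAX1-transfected cells with DMSO and 100% = empty-vector control cells with DMSO; inhibition shows as a rise in luminescence from relieved DAX1 repression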
Target sequence (P51843 207-470 limits assumed): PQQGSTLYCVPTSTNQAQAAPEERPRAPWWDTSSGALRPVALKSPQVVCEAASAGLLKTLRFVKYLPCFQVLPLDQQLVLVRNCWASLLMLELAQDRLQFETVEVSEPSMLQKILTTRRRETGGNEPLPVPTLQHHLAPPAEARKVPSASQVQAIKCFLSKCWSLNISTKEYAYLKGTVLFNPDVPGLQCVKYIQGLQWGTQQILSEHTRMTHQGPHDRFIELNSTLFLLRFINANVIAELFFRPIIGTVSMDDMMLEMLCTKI
hgDAF12 agonist = agonists of H. glycines DAF-12 nuclear receptor; HEK293 GAL4-hgDAF12 UAS-luciferase reporter, agonist luminescence; normalized to butyrate control; activation, % at 6.8 µM; hit rate 1.8% among 370,000; AID 687014;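 active = activation above a cutoff set at the mean of all screened compounds plus 3 SD, cut at about 10% in these data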;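 also: 0% = DMSO wells and 100% = sodium butyrate wells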
GAA850 FXN act = activators of GAA850 frataxin (FXN) promoter; activation, % at 6 µM; hit rate 0.56% among 360,000; HEK293 lucGAA850 FXN promoter luciferase reporter, 24 h; percent of 10 µM SAHA response;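 active = activation above the average of all compounds screened plus 3 SD, cutoff fixed separately per campaign, cut at about 7.5% in these data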;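 also: 0% = DMSO wells and 100% = 10 µM SAHA wells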
ssDAF-12 act = S. stercoralis DAF-12 activation, primary screen; HEK293 ssDAF-12/GRIP1 lit1-tk-luc reporter, luminescence; % of 3 µM dafachronic acid response; hit rate 1% among 370,000; activation, % at 6.8 µM;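 active = activation above the mean over all tested compounds plus 3 SD, cut at about 0.9% in these data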;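 also: 0% = DMSO-only wells and 100% = 3 µM delta7-dafachronic acid wells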
HGIII-sPLA2 inh = Inhibits HGIII-sPLA2 liposome hydrolysis, primary screen. AID 743126. QFRET BODIPY PC-A2 liposome hydrolysis, fluorescence. Q9NZ20. inhibition, % at 12.2 µM. hit rate 0.56% among 370,000;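 active = inhibition above mean plus 3 SD of compounds lying within the high and low control bounds, cut at about 19% in these data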;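 also: 0% = median of test compound wells and 100% = no enzyme DMSO wells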
Target sequence (Q9NZ20 whole entry, looked up): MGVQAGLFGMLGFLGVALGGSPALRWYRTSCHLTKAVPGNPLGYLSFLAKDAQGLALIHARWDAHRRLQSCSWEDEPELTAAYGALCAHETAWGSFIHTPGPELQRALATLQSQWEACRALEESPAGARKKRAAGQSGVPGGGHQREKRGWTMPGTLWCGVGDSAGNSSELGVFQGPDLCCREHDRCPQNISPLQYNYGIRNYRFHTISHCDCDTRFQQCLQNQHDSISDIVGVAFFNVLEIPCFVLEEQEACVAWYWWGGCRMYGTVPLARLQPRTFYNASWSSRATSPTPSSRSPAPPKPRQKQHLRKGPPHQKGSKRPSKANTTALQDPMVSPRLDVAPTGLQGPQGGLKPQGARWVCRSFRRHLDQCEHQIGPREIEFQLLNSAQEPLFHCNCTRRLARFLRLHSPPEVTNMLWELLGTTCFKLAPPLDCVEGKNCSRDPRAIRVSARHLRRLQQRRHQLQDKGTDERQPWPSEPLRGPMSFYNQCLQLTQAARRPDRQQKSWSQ
SMARCA2 act = activators of SMARCA2 function. MG213 cells, MMTV-luciferase reporter, dexamethasone, overnight. activation, % at 9.1 µM. hit rate 1% among 370,000; in the data active = activation above about 7.8%;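 also: 0% = vehicle wells and 100% = reference activator wells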
NPR2 activator = GC-B (human) receptor activation; P20594; HEK293-GC-B cells, CNP EC30, cGMP TR-FRET; 0% at EC30 CNP, 100% saturating CNP; activation, % at 10 µM; hit rate 0.11% among 370,000; AID 1920062;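 active = activation at 10 µM reaching about 35% in either raw or pattern-adjusted values, limit read from the data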
KLK7 zymogen act = proKLK7 (human) activation, primary screen | P49862 | purified proKLK7, EDANS-DABCYL substrate fluorescence; 100% is mature enzyme control, 0% vehicle | activation, % at 7 µM | hit rate 0.9% among 370,000;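 active = activation above the mean of all tested compounds plus 3 SD, computed per campaign excluding outliers beyond control limits, cut at about 13% in these data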
Target sequence (P49862 whole entry, looked up): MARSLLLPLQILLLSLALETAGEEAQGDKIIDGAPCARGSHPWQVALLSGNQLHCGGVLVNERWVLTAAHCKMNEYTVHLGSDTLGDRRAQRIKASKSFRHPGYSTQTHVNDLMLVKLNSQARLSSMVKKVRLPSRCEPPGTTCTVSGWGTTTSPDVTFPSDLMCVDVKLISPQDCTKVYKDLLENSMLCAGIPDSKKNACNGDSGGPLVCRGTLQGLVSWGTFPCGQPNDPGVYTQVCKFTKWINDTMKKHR
Starred values were filed as active, the others as inactive; . = not tested or not shown.

molecule,hgDAF12 agonist,DAX1 inh-1,NPR2 activator,KLK7 zymogen act,HGIII-sPLA2 inh,SMARCA2 act,hcDAF12 agonist,DAX1 inh-2,NPR1 activator,GAA850 FXN act,ssDAF-12 act
Cc1nc(CN2CCOCC2)cc(=O)[nH]1,0.2,-0.3,10,-0.4,3,5,-0.9,0.3,-1,-1.6,-0.8
CCOC(=O)C1CCN(C(=O)CN(c2cccc(OC)c2)S(=O)(=O)c2ccccc2)CC1,0.0,-0.6,2,0.5,3,1,-1.0,-0.3,-1,-0.1,-0.9
O=C(COC(=O)/C=C/c1ccccc1)NCc1ccccc1Cl,0.1,-0.6,0,0.4,1,-4,-0.5,0.6,-3,2.6,-0.8
CCOC(=O)C1CCN(CCC(=O)Nc2ccccc2)CC1,0.6,0.1,-2,-0.4,-1,1,-2.0,-0.7,-1,1.3,-1.1
NNc1nc2cccnc2n(CCNc2ncc(C(F)(F)F)cc2Cl)c1=O,-3.1,0.2,-3,0.6,11,-4,-1.6,-0.9,1,-0.2,-1.4
O=[N+]([O-])c1cccc(C=NN2CCCCCC2)c1,11*,1.5,2,-0.1,8,1,2.6,1.4,4,5.3,-1.0
Cc1cc(C(=O)N/N=C/c2ccc3c(c2)OCO3)c(C)n1-c1ccc(F)cc1,-0.9,-0.5,.,0.0,-11,-1,0.9,-0.6,.,2.0,-0.7
CC(C)n1nc(CC(=O)O)c2ccccc2c1=O,-1.6,0.0,2,-0.1,5,-1,-0.4,-1.2,1,0.4,-0.7
COc1cc(OC)cc(-n2nc(C(=O)N3CC(C)CC(C)C3)c3ccccc3c2=O)c1 (configuration not stated),-0.9,0.4,8,0.6,-2,1,-0.8,0.4,2,0.8,-0.9
COC(=O)[C@]12C[C@H](CC(=O)NCCCCc3ccccc3)C(=O)N(Cc3ccccc3)C1=C[C@H](C(C)(C)C)O[C@@H]2C,0.6,-1.4,-16,0.0,-18,-3,-0.2,.,-15,.,-0.6
COc1cc2c(cc1OC)CN(CC(=O)Nc1ccccc1C(=O)NCc1ccccc1)CC2,-1.4,0.2,5,2.3,-1,2,-0.8,0.0,1,0.0,-1.3
Cc1noc(C)c1COC(=O)c1cc(S(=O)(=O)N2CCOCC2)ccc1F,-0.6,-1.1,-3,0.5,-3,2,-0.8,0.0,1,0.0,-1.4
O=C(Cc1cccs1)N/N=C/C=C\c1ccccc1[N+](=O)[O-],2.1,0.5,-3,0.6,-1,-3,-0.8,.,-5,2.0,-0.3
C=CCN1C(=O)[C@H](CC(=O)N2CCN(C(=O)c3ccco3)CC2)[C@@]2(C(=O)OCC)CCCC=C12,-0.8,0.0,2,0.2,-2,0,-1.1,.,-3,.,-0.9
COc1ccccc1C(=O)Nc1ccc(NC(=O)c2ccco2)c(C)c1,6.8,0.5,9,0.0,-4,0,-2.1,-0.2,-5,1.7,-1.1
COC(=O)c1cc2ccsc2n1Cc1nc(-c2ccc(Cl)cc2)oc1C,0.8,0.2,-2,-0.2,-4,-3,0.2,0.5,0,0.8,-1.0
O=C(CSc1ccc2ccccc2c1)NCCc1ccc(O)c(O)c1,-5.4,-0.4,2,-0.9,8,-6,-1.8,-1.6,-10,13*,-0.7
O=C1C(=Cc2cccs2)CCc2ccccc21,18*,7.7*,-4,-0.1,-3,10*,9.4*,.,1,.,1.4*
Cc1ccc(S(=O)(=O)CCC(=O)OCc2ccc(Cl)c(Cl)c2)cc1,0.5,-1.1,-7,-0.8,8,-3,-1.7,1.3,-5,2.8,-1.4
CCC[C@@H](CN[C@@H](CNC)[C@H](C)CC)NCC1CCC(C(C)(C)C)CC1 (some centres not stated),-0.2,0.1,-1,-0.4,4,3,-0.6,1.6,0,-2.9,-1.1
Cc1cc(S(=O)(=O)Nc2ccc(C(=O)NCC3CCCO3)cc2)ccc1F (configuration not stated),4.6,-0.1,2,-0.2,-5,-1,-1.6,.,-1,-0.9,-0.7
CC1(C)Cc2c(sc3nc(SCC(=O)O)nc(N)c23)CO1,-0.2,-0.4,5,-0.6,0,-1,-1.3,2.5,3,1.7,-0.7
CC(C)CC(NC(=O)C1CCC(C)CC1)C(=O)Nc1ccccn1 (configuration not stated),4.0,0.3,-1,-0.4,1,2,0.1,0.5,2,5.9,0.2
CN(C)c1ccc(CN2CCCCCC2)cc1,0.7,-0.4,1,-0.2,6,-1,-0.5,0.2,0,-1.5,-1.1
O=C(CCc1nc2ccccc2c(=O)[nH]1)NCCN1C(=O)S/C(=C\c2ccc(OC(F)F)cc2)C1=O,0.6,-0.6,-2,-0.5,4,4,0.7,-0.2,-1,0.3,-1.0
O=c1[nH]c(SCc2ccccc2)nc2ccsc12,0.4,0.5,-3,0.2,-5,1,0.5,-1.2,-3,3.3,-0.8
C=CCSc1nnc(-c2cc(C(C)(C)C)nn2Cc2ccc(F)cc2)n1C,-3.6,-0.4,2,0.4,-4,-4,-0.4,-1.5,-3,0.5,-0.2
COc1ccc(OC)c(NC(=O)C2CCCN(S(=O)(=O)c3ccc(-n4cnnn4)cc3)C2)c1 (configuration not stated),-1.1,-0.4,-2,0.5,-2,-1,-0.9,-0.2,-2,0.1,-0.7
Cc1ccc(C(=O)NCCN2CCC(n3c(=O)[nH]c4ccccc43)CC2)cc1F,-2.3,0.5,-3,0.5,9,-2,-1.7,.,3,.,-1.6
O=C1CCc2cc(S(=O)(=O)NC(Cc3ccccc3)C(=O)NC3CCCC3)ccc2N1 (configuration not stated),-0.4,-1.0,-11,0.2,6,1,-1.2,2.9,-2,-1.1,-1.1
COc1ccc(-c2nnn(CCc3nn[nH]n3)n2)cc1OC,0.6,0.1,4,0.5,7,-1,-0.8,-0.1,1,-0.4,-1.1
COCCN(C(=O)c1snc(C(N)=O)c1N)C(C(=O)NC1CCCCC1)c1cc(OC)c(OC)c(OC)c1 (configuration not stated),-0.4,-0.4,-4,1.0,2,-2,0.4,0.0,-4,1.2,-1.0
CSc1ncccc1C(=O)OCC(=O)NC(C)C,-2.6,0.3,1,0.1,14,-4,-2.3,2.7,0,0.2,-0.8
C=C(C)Cn1c(N2CC(C)CC(C)C2)nc2c1c(=O)[nH]c(=O)n2C (configuration not stated),0.7,-0.3,-6,-0.4,2,0,-0.8,0.4,-9,-1.6,-1.5
S=c1[nH]nc(-c2ccc(Cl)cc2Cl)n1-c1ccc(Cl)cc1,1.2,-0.3,-9,-0.3,10,-3,-1.1,-0.7,-2,1.4,-0.7
NNC(=O)C1CCN(S(=O)(=O)c2ccc(Cl)cc2)CC1,-2.4,0.1,7,0.2,-6,0,-1.8,0.5,2,-0.3,-1.6
CC(C)(C)c1ccc(C(=O)NCC(=O)O)cc1,0.3,0.9,5,-0.8,3,1,-1.4,4.8*,2,1.3,-0.9
Cc1ccccc1-c1n[nH]nc1C1=CC(=O)C[C@H](c2ccc(F)cc2)C1,-1.7,0.5,0,-1.3,-27,-3,-0.9,1.9,-5,0.6,-1.4
COC(=O)Nc1ccc2ncn(C)c(=O)c2c1,-0.3,0.8,1,-0.3,5,9.9*,-0.9,3.9,-4,1.0,-1.4
CCCCn1c(=O)[nH]c(=O)c2c1nc(Cn1ncc(Cl)c(Cl)c1=O)n2CCC,-5.3,-1.8,-12,-0.5,-2,-10,-2.6,-0.7,-25,-11,-1.3
COc1cccc(C(=O)N(CN2CCCC2=O)c2cccc(Cl)c2)c1,-2.2,-0.4,-3,-0.2,-1,2,0.8,-0.2,-3,1.7,-0.9
Cc1cc2ncn(CCOc3ccccc3C#N)c2cc1C,-0.1,-0.8,-28,-0.2,-14,0,-0.3,-0.5,-28,0.2,-1.2
Cc1c(NC(=O)CS(=O)(=O)c2ccccc2)c(=O)n(-c2ccccc2)n1C,-3.4,-0.8,8,0.4,2,-6,-0.2,0.0,-5,1.4,-2.0
O=C(CN1CCOc2ccccc21)NCc1ccccc1,1.0,-0.5,-2,0.0,4,-2,5.8*,0.3,3,-2.1,0.2
CC(=O)Nc1ccc(NC(=O)CSc2nnc(-c3cccnc3)o2)cc1,-1.2,-0.6,-2,-0.2,5,-1,-0.7,-0.3,1,-1.6,-0.5
COC(=O)C(C)NC(=O)c1ccc(C(C)(C)C)cc1 (configuration not stated),5.9,0.8,4,-0.4,-3,6,0.3,1.3,-3,4.4,-0.5
COc1cccc(NC(=O)Cn2cnc3c(oc4nc5c(cc43)CCCC5)c2=O)c1,1.2,-0.8,6,0.4,3,1,1.0,-0.2,4,-1.3,-1.0
Cc1ccc(NC(=O)N2CCCC(C(=O)O)C2)cc1 (configuration not stated),-1.4,-0.1,5,-0.1,-2,0,-0.1,2.0,-2,-0.4,-1.5
COCCN1Cc2cccc(C(=O)Nc3ccc(C)cc3)c2C1=O,-3.3,-0.2,-1,0.2,-3,-1,-0.9,-0.6,8,4.8,-1.0
CC(C)(C)c1ccc(C(=O)NCc2ccc(Cl)cc2)cc1,2.1,1.7,-2,0.1,5,0,-1.1,-0.9,1,5.8,-2.0
Cc1ccccc1NC(=O)OCc1ccccc1,2.6,0.4,-1,-0.3,4,-1,0.5,2.4,1,3.9,-1.2
COc1cc(S(=O)(=O)NC2CCCC2)ccc1F,-2.1,-0.6,2,0.2,-7,-3,-1.8,0.2,-1,2.4,-1.4
CCOc1ccc(CCNC(=O)Cn2c(=O)c3cccn3c3cccnc32)cc1,-2.4,-2.0,-5,-0.9,3,3,-1.8,0.6,0,2.0,-1.2
Cc1ccc(CNC(=O)CCC2CCCN(Cc3cc4ccccc4o3)C2)o1 (configuration not stated),0.5,-0.2,-4,0.5,-15,2,-2.1,3.3,-1,1.8,-1.5
COc1ccc(CCNC(=O)C23CN(Cc4ccccc4)CC2C(c2cccc([N+](=O)[O-])c2)=NO3)cc1 (configuration not stated),0.4,-0.7,-1,0.8,-3,0,-1.9,0.1,1,0.1,-1.4
Cc1onc(-c2c(Cl)cccc2Cl)c1C(=O)Nc1c(C)n(C)n(-c2ccccc2)c1=O,2.0,1.6,-1,0.4,4,0,-0.9,0.2,3,-0.6,-1.5
Cc1cc(=O)oc2cc(NC(=O)COc3ccccc3[N+](=O)[O-])ccc12,-3.2,0.4,-3,0.1,16,-2,-1.2,0.2,-1,0.5,-1.2
CS(=O)(=O)N(Cc1ccccc1)c1ccc(C(=O)Nc2ccccc2C(=O)O)cc1,-1.5,0.3,-1,-0.2,-36,0,-0.9,-0.2,-3,-0.6,-1.4
Cn1c(O)c(N=NC(=N)N)c2ccccc21,3.7,0.3,0,0.2,-4,-2,0.9,0.7,-2,-0.8,-0.9
